Screens: PubChem, National Center for Advancing Translational Sciences (NCATS)
SNCA expr inhib = inhibitors of alpha-synuclein (SNCA) gene expression; HEK-293 SNCA-luciferase knock-in, luminescence, 24 h; Potency, µM (titrated, usually from 57.2 µM), without a hit: at the top dose activity change, negative = inhibition, most hits filed as inhibitors; hit rate 0.17% among 140,000;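 further: potency means the concentration at half of the fitted maximal effect; plate controls were DMSO cells for no effect and cell-free wells for full effect; nearly all actives have a fitted effect of over 45% in size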
HEK293 viab = counter-screen for SNCA expression inhibitors: cell viability; HEK-293-SNCA-luc viability, GF-AFC fluorescence, 24 h; Potency, µM (doses to about 57.1 µM), without a hit: at the top dose activity change, negative = cytotoxicity, hits mostly cytotoxic; hit rate 0.12% among 150,000; AID 1671193;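 further: potency means the concentration at half of the fitted maximal effect; 0% = DMSO-treated cells and -100% = medium-only wells without cells; nearly all actives have a fitted effect of over 30% in size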
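HEK-293-SNCA-luc cells (1500/well) plated 24 h, then exposed 24 h to a dilution series; GF-AFC added 30 min at 37C, fluorescence 405/540 nm; normalised to medium-only and DMSO wells, Hill fit.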
NIH3T3 tox = kills NIH 3T3 cells; NIH 3T3 viability, CellTiter-Glo ATP luminescence, 48-72 h; Potency, µM (series often up to 96.7 µM), for the others: top-dose activity change, negative = cytotoxicity, actives largely listed as inhibitors; hit rate 4.3% among 94,000; further: potency means the concentration at half of the fitted maximal effect; nearly all actives have a fitted effect of over 55% in size
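Cytotoxicity was measured by CellTiter-Glo ATP luminescence after 48 or 72 h compound exposure at 37 °C. Mouse NIH 3T3 fibroblasts were seeded at 400 cells/well and dosed by 23 nL pin transfer.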
HEK cytotox = kills HEK 293 cells; HEK 293 viability, ATP luminescence (CellTiter-Glo), 48-72 h; Potency, µM (series often up to 115 µM), without a hit: at the highest dose activity change, negative = cytotoxicity, hits mostly inhibitors; hit rate 6.6% among 94,000; further: potency means the concentration at half of the fitted maximal effect; nearly all actives have a fitted effect of over 60% in size
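Cells seeded first (HEK 293, 250 cells/well), then compound added by pintool. Incubation ran 48 or 72 hr at 37 degree Celsius. CellTiter-Glo was added and luminescence imaged after 10 min at room temperature.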
IP6K1 inhibitor = IP6K1 kinase inhibition; Q92551; IP6K1 kinase, ADP-Glo luminescence, 2 h; active compounds read low; activity change, % (series mostly up to about 58 µM); hit rate 0.81% among 140,000; in the data active means activity change below about -25%
Target sequence (Q92551 whole entry, looked up): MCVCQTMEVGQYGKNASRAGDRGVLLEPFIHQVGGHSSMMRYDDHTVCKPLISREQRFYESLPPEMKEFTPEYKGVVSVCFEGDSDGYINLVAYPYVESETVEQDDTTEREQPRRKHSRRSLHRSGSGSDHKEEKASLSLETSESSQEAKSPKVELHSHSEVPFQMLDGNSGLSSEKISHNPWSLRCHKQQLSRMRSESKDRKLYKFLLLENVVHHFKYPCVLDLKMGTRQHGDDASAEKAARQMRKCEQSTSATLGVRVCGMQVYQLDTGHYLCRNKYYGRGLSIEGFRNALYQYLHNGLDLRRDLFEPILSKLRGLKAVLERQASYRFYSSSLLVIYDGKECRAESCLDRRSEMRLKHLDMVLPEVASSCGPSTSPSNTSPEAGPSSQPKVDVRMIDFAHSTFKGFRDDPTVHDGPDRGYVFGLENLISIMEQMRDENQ
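ADP-Glo luminescence measures ADP made by human IP6K1 during a 2 h RT reaction with ATP/IP6 (mix at 1.3 mM/130 uM); top library doses 57.5 and 19.1 uM final.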
FLuc inh = blocks purified firefly luciferase enzyme activity | P08659 | purified P. pyralis luciferase, luminescence, biochemical | Potency, µM (highest dose often 115 µM), inactives show at the top dose activity change, negative = inhibition, usual class: inhibitors | hit rate 2.5% among 76,000; further: potency means the concentration at half of the fitted maximal effect; nearly all actives have a fitted effect of over 65% in size
Target sequence (P08659 whole entry, looked up): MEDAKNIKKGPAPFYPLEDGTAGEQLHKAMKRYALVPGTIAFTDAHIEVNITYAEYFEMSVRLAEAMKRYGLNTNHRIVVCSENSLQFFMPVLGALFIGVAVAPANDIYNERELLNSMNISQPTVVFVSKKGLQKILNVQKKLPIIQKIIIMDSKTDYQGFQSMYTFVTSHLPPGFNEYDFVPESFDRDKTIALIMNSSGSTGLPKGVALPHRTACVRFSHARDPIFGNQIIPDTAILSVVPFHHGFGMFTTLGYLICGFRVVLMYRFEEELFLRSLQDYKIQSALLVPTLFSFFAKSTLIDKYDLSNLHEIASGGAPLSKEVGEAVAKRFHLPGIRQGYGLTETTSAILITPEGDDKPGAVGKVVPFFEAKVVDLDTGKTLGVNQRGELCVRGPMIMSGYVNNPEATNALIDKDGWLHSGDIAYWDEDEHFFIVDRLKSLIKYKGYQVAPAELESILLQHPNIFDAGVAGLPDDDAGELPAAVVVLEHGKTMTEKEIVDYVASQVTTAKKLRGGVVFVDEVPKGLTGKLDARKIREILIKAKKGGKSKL
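Luminescence read by CCD imager after adding enzyme (10nM final) to wells holding compound, titrated in qHTS. Substrates 10uM each D-luciferin and ATP; buffer 50mM Tris acetate pH 7.5, 10mM Mg acetate, Tween-20, BSA.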
GPT2 inh = inhibitors of human GPT2 alanine aminotransferase; Q8TD30; Recombinant GPT2, coupled pyruvate oxidase/HRP Amplex Red fluorescence; Potency, µM (top dose mostly 57.7 µM), without a hit: at the top dose activity change, negative = inhibition, usual class: inhibitors; hit rate 0.25% among 100,000; further: potency means the concentration at half of the fitted maximal effect; nearly all actives have a fitted effect of over 60% in size; many of its hits are not listed in these tables
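Recombinant GPT2 (10ng/uL) with 250uM a-KG and 2mM L-alanine, 30 min at room temperature, in HEPES pH 7.5 buffer. Pyruvate detected by pyruvate oxidase/HRP/Amplex Red fluorescence after 30 min in the dark; AOA (50uM) as positive control.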
* hit, by the source's call; i = inactive; ? = inconclusive; / = no result given; [ ] = dose if it differs, or a comment. Unless noted, the call rests on the fitted dose curve; in most records, active means well fitted curve in the direction sought with a large enough effect; inconclusive means small, poorly fitted or top-dose-only effect, or another doubt; inactive means no such curve, though single readings can be large; an effect the other way counts as inactive or inconclusive. Unless noted, on the % scale 0 is the no-effect control and ±100 the full control effect. Not all compounds are listed, so the mix of outcomes need not match the whole.

canonical_smiles	SNCA expr inhib	HEK293 viab	NIH3T3 tox	HEK cytotox	IP6K1 inhibitor	FLuc inh	GPT2 inh
CCOc1ccccc1C(=O)N(Cc1ccccc1F)C1CCS(=O)(=O)C1 (stereo not drawn)	1.1%	-2.1%	/	/	16.6	/	/
CCc1nc(-c2c3n(c(=O)n(CC(=O)Nc4ccccc4OC)c2=O)CCCCC3)no1	-11.6%	-7.0%	-2.8%	1.1%	17.6	-4.1%	i
COC1CN(c2ccc(C)cc2)C12CCN(C(=O)c1cccnc1)CC2 (stereo not drawn)	40.8%[activator]	1.4%	-23.5%	-3.7%	22.8	/	i
COCCN1CCCCC(CC(=O)Nc2ccc(OC)c(OC)c2)C1=O (stereo not drawn)	-2.4%	3.6%	-8.0%	-22.9%	31.5	4.9%	i
O=C(O)CCC(=O)N1CC[C@@H]2[C@H]1C(=O)N(c1ccc(F)c(Cl)c1)C(=O)N2Cc1ccccc1	6.4%	-10.9%	-8.4%	2.2%	4.2	2.6%	4.6%
CCC1(O)CCC12CCN(C(=O)C1CCC1)CC2 (stereo not drawn)	37.0%[activator]	-12.0%	-16.2%	-7.1%	4.0	0.2%	i
CCOc1ccc(CCNC(=O)CCSCc2ccc(Cl)cc2)cc1OCC	-8.5%	9.4%	/	/	17.5	/	/
Cc1ccccc1CNC(=O)c1nnn2c1COC(c1ccc(Cl)cc1)C2 (stereo not drawn)	22.9%	3.9%	-11.3%	?	5.2	-2.7%	-6.3%
CCC1CCCCN1CCCNC(=O)CN1C(=O)c2cccnc2Oc2ccc(C)cc21 (stereo not drawn)	9.8%	1.4%	/	/	-3.4	/	/
Cc1ccc(Cn2cc(/C=C(/C#N)C(=O)Nc3cccc(Cl)c3)c3ccccc32)cc1	1.7%	-8.8%	/	/	-5.4	/	/
CCOC(=O)C1CCN(C(=O)Cn2c(=O)cc(C)c3c(C)nn(C)c32)CC1	41.8%[activator]	-5.5%	/	/	21.0	/	/
O=S(=O)(N[C@H]1CO[C@H]2[C@@H]1OC[C@@H]2n1nnnc1Oc1cccc(N2CCOCC2)c1)c1cccs1	42.2%[activator]	5.9%	-21.0%	-6.4%	3.2	-0.6%	-11.6%
CCN(C(=O)c1cc2c(Cl)nc3ccccc3c2s1)c1cccc(Cl)c1	-3.0%	4.6%	/	/	12.6	/	/
CCn1ncc(N2CCC(NC(=O)CC3CCCC3)CC2)cc1=O	-23.9%	0.8%	-9.5%	-13.1%	12.2	5.6%	i
COc1ccc(N2CCN(c3oc(-c4ccccc4C)nc3S(=O)(=O)c3ccccc3)CC2)cc1	?	-6.6%	/	/	2.9	/	/
NC(=O)c1cnc2n1CCN(C(=O)c1cnnn1-c1ccccc1)C2	-8.9%	0.0%	2.1%	i	-19.9	-0.1%	i[11.5 µM]
O=C(Cn1c(=O)nc(-c2ccccc2)c2ccccc21)Nc1cccc(C(F)(F)F)c1	34.0%	12.4%	/	/	-9.6	/	/
Cc1ccc(C2=NC3(CCN(C(=O)COc4ccc(Cl)cc4)CC3)ON2)cc1	-16.6%	-11.2%	-35.9%	-29.6%	-14.6	-11.4%	i
COc1cc(CNc2ccc3[nH]c(=O)[nH]c3c2)cc(Cl)c1OCc1ccccc1F	-16.1%	-18.6%	/	/	11.2	/	/
O=C(NCC1CCCCC1)c1cn2cc(-c3ccc(C(F)(F)F)cc3)sc2n1	14.9%	?	-25.7%	?	12.3	/	i

Whole records, quoted from the list. Screens in order: SNCA expr inhib, HEK293 viab, NIH3T3 tox, HEK cytotox, IP6K1 inhibitor, FLuc inh, GPT2 inh
CCC1CCCCN1CCCNC(=O)CN1C(=O)c2cccnc2Oc2ccc(C)cc21 (stereo not drawn) is listed with 9.8%, 1.4%, /, /, -3.4, /, /
Cc1ccccc1CNC(=O)c1nnn2c1COC(c1ccc(Cl)cc1)C2 (stereo not drawn) is listed with 22.9%, 3.9%, -11.3%, ?, 5.2, -2.7%, -6.3%
COc1cc(CNc2ccc3[nH]c(=O)[nH]c3c2)cc(Cl)c1OCc1ccccc1F is listed with -16.1%, -18.6%, /, /, 11.2, /, /
CCOc1ccccc1C(=O)N(Cc1ccccc1F)C1CCS(=O)(=O)C1 (stereo not drawn) is listed with 1.1%, -2.1%, /, /, 16.6, /, /

Next part:
canonical_smiles	SNCA expr inhib	HEK293 viab	NIH3T3 tox	HEK cytotox	IP6K1 inhibitor	FLuc inh	GPT2 inh
Cc1ccc(NC(=O)Nc2nnc(N3CCCC3)s2)cc1	19.3%	11.9%	/	/	11.6	/	/
CCN(CC)CCCNc1cc(-c2ccccc2)nc(C)n1	12.0%	-2.4%	/	/	-10.9	/	/
Cc1cccc(OCCc2noc(C3CCCNC3)n2)c1 (stereo not drawn)	55.3%[activator]	3.5%	-15.7%	?	-3.0	1.4%	i
COc1ccc(C(=O)N2CCCC(Cc3nc(C4CCOCC4)no3)C2)cc1OC (stereo not drawn)	-4.7%	-15.0%	-0.1%	-0.1%	12.9	-2.9%	i
Cc1ccc(OCC(=O)NCC2Cn3cccc3C(=O)N2C)cc1 (stereo not drawn)	13.8%	4.1%	?	-4.8%	-8.3	-2.7%	i
CCN(CC)CCOC(=O)C(Cc1cccc2ccccc12)CC1CCCO1 (stereo not drawn)	21.6%[25.6 µM]	27.7%[23.9 µM]	/	/	-18.9	/	-20.6%
Cc1noc(-c2cn(C3CCCN(C(=O)c4cccc(OC(F)(F)F)c4)C3)nn2)n1 (stereo not drawn)	-8.8%	-4.7%	-19.3%	-15.1%	1.5	4.1%	3.8%
O=C(Cn1c(=O)n(Cc2ccc3c(c2)OCO3)c(=O)c2oc3ccccc3c21)Nc1ccccc1F	-20.5%	7.7%	/	/	-9.5	/	/
O=C(CC1CCCN(c2cn[nH]c(=O)c2)C1)NCc1cccs1 (stereo not drawn)	24.3%	8.3%	-16.2%	-5.2%	0.0	0.0%	1.0%
C[C@]12CCC(=O)C=C1[C@@H]1CC1[C@H]1[C@H]3[C@@H]4C[C@H]4[C@@]4(CCC(=O)O4)[C@@]3(C)CC[C@H]12 (stereo partly drawn)	-32.0%	0.1%	/	/	/	/	i
O=C1CCC2(C(=O)Nc3ccc(F)cc3F)CCCC=C2N1c1ccccc1 (stereo not drawn)	37.5%[activator]	4.9%	-23.3%	-11.8%	10.7	?	-2.0%
CN(CCn1ccnc1-c1ccc(CO)o1)S(C)(=O)=O	-7.4%	1.3%	3.6%	-5.0%	-0.1	-6.9%	0.2%
O=C(CSc1nc(-c2ccccc2)cc(=O)[nH]1)Nc1ccccc1F	-1.9%	13.6%	/	/	6.6	/	/
Cc1ccc(Cl)cc1NC(=O)CN1C=NS(=O)(=O)c2ccccc21	-5.9%	2.5%	/	/	16.4	/	/
COc1ccc(C(=O)N2CCC3(CC2)N=C(c2ccc(Cl)cc2)NO3)cc1	27.2%	2.0%	-15.5%	?	-1.1	-7.8%	i
COc1cc(C(CO)CO[C@@H]2O[C@H](CO)[C@@H](O)[C@H](O)[C@H]2O)ccc1O (stereo partly drawn)	/	18.0%	/	/	-9.6	/	i
Cc1ccc([S+](=O)([O-])N2CCCC(C(=O)N3CCC(c4nc5ncccc5[nH]4)CC3)C2)cc1 (stereo not drawn)	-4.4%	-13.4%	?	50.1µM*	-2.1	/	i
CCOC(=O)c1ccccc1NS(=O)(=O)c1c(-c2ccc(C)cc2)csc1C(=O)OC	?	-9.6%	/	/	-3.5	/	/
O=C(Cn1nnnc1-c1ccccc1F)Nc1ccc(F)c(F)c1	-3.4%	-1.2%	/	/	18.7	/	/
O=C(NCc1ccc(Cl)nc1)c1cnn2c1CN(C(=O)c1ccccc1)CC2	0.3%	-4.0%	4.0%	i	16.4	/	i

Further results
canonical_smiles	SNCA expr inhib	HEK293 viab	NIH3T3 tox	HEK cytotox	IP6K1 inhibitor	FLuc inh	GPT2 inh
CCn1nccc1C(=O)N1CCCCCC1c1nnc(-c2ccccc2)o1 (stereo not drawn)	16.4%	13.1%	-17.6%	?	-5.7	0.0%	-4.4%
CN(C)CC(=O)N1Cc2ccccc2OC2(CCN(C(=O)N3CCN(C)CC3)CC2)C1	5.2%	-3.6%	i	-0.8%	-6.4	/	3.4%
CN1CC[C@H]2CN(S(=O)(=O)c3cc(C(=O)O)c(Cl)cc3F)C[C@H]21	-0.7%	-1.3%	-8.4%	-13.4%	18.4	6.9%	-12.1%
O=C1COc2ccc(NS(=O)(=O)c3cccc(Cl)c3)cc2CN1C1CCCc2ccccc21 (stereo not drawn)	-10.8%	-9.8%	?	?	22.6	-0.3%	i
Cc1ccc(C(=O)N2CCC(N3C(=O)C4(CCCCC4)C3c3ccncc3)CC2)cc1 (stereo not drawn)	9.0%	-17.1%	?	?	-14.9	/	-1.2%
CN1C(=O)CCC2(CNC(=O)c3cccn3C)CCC=C12 (stereo not drawn)	44.4%[activator]	10.0%	i	i	8.9	-7.9%	?
CCOc1ccc2nc(N(Cc3cccnc3)C(=O)c3ccco3)sc2c1	144.1%[activator]	-5.3%	/	/	-18.6	/	/
CC1CCC(NC(=O)c2cc3n(n2)CC(c2ccc4c(c2)OCO4)OC3)CC1 (stereo not drawn)	20.6%	-4.5%	?	22.4µM*	-2.9	-18.9%	i
O=C(CCC1CCN(S(=O)(=O)c2ccccc2)CC1)NCc1ccccn1	-11.2%	9.8%	-6.1%	-11.2%	11.2	-7.9%	i
COc1ccc(CN[C@H]2[C@H](O)[C@H](O)C[C@@H]2c2ccc(N3CCOCC3)nc2)cn1	2.1%[87.6 µM]	-13.2%[87.6 µM]	-13.6%[138 µM]	-12.5%[172 µM]	-4.1	-18.1%[172 µM]	-23.4%[88.5 µM]
CCOc1ccc(C(=O)NCCn2cccc2-c2nc(-c3ccccc3)no2)cc1OCC	5.7%	-19.4%	-10.9%	?	15.7	-2.4%	i
O=C(c1cc2ccccc2[nH]1)N1CCC2(C1)NC(=O)N(Cc1ccccc1)C2=O (stereo not drawn)	20.1%	2.0%	?	?	-5.8	?	i
O=C(c1cccc(Br)c1)N1CCN(C2CCN(Cc3ccccn3)C2=O)CC1 (stereo not drawn)	?	4.2%	-9.8%	-2.7%	14.7	-11.5%	-14.4%
Cc1ccc(C2NC(=O)N(CC(=O)Nc3ccccc3C(C)C)C3=C2C(=O)OC3)cc1 (stereo not drawn)	-15.1%	13.1%	?	?	-1.5	1.8%	-11.9%
COc1ccccc1CNC(=O)C1CCN(S(=O)(=O)c2ccc3[nH]c(=O)ccc3c2)CC1	-2.7%	-4.7%	/	/	-1.0	/	/
O=C(CN1C(=O)NC2(CCCCC2)C1=O)Nc1ccc2c(c1)CCC2	-4.0%	10.9%	?	?	51.4	5.6%	4.3%
